DAGLB inhibitor = DAGLB lipase inhibitors, primary screen, biochemical, fluorescence, HTS. 0.059% of 340,000 active. inhibition, % at 5.17 µM. HEK293T DAGLB membrane lysate, EnzChek fluorogenic substrate; in the data active = inhibition above about 34%;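 note: 0% = enzyme with vehicle and 100% = wells lacking enzyme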
SR-BI DiI-HDL act = activators of SR-BI mediated DiI-HDL uptake, primary screen, ldlA[mSR-BI] CHO cells, DiI fluorescence | 3 h; 100 = double the neutral-control signal | 0.096% of 320,000 active | activation, % at 12.5 µM;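 active = mean replicate activation of at least 60% and every replicate at or above 60%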;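 note: 0% = median plate neutral-control signal and 100% = twice that signal; values of inactives mirror those of a sister screen read the other way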
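Material: SR-BI-overexpressing, LDLR-lacking CHO cells | Dosing: Single compound concentration, delivered by pin transfer | Probe or stimulus: Labelled HDL, 10 µg/mL | Signal: Bottom-read cell fluorescence after medium removal, ex 550/em 595 nm | Schedule: 3 h, 37 °C | Evaluation: HDL uptake via cellular fluorescence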
Keap1-Nrf2 PPI = Keap1-Nrf2 protein-protein interaction inhibitors, primary screen, biochemical, fluorescence polarization, single point; inhibition, % at 9.4 µM; Kelch-like ECH-associated protein 1 (Homo sapiens), Q14145; 0.15% of 340,000 active; Keap1 Kelch-Nrf2 peptide fluorescence polarization, 1536-well; AID 504523, 2011; in the data active = inhibition above about 12%;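 note: human Keap1 Kelch domain with fluorescein labeled Nrf2 9mer peptide probe; 0% = neutral control wells and 100% = peptide positive control; higher means more block of Keap1 binding to Nrf2 peptide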
Target sequence (Q14145 whole entry, looked up, the tested form may be a part): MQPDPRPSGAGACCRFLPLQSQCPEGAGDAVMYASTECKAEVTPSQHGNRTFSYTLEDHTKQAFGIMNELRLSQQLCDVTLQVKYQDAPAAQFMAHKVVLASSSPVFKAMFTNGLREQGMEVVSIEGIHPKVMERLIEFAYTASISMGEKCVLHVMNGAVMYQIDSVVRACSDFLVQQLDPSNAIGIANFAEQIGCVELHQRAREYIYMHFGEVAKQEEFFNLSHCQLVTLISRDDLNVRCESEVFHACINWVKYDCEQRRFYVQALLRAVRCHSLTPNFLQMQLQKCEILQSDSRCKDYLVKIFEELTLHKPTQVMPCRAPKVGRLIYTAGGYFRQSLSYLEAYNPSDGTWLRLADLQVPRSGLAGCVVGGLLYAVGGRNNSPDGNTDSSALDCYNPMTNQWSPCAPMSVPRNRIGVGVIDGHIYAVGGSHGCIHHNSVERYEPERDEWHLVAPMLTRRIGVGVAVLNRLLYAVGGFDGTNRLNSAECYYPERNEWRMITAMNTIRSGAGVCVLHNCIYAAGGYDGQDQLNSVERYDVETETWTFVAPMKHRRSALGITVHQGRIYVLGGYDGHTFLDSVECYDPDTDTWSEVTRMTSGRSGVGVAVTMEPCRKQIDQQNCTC
CAL PDZ FP-1 = CAL PDZ peptide-binding inhibitors, primary screen, biochemical, fluorescence polarization, Cer-tagged CAL PDZ, HTS | purified CAL PDZ, TMR-peptide fluorescence polarization, 1 h | 0.02% of 330,000 active | AID 504414, 2011 | Golgi-associated PDZ and coiled-coil motif-containing protein (Homo sapiens), Q9HD26 | inhibition, % at 20 µM;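 active = highest replicate inhibition of at least 40%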;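 note: plate controls were DMSO neutral control wells for no effect and unlabeled competitor peptide control wells for full effect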
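Material: tagged CAL PDZ domain; buffer or medium: 25 mM sodium phosphate pH 7.4, 150 mM NaCl, TCEP, IgG, Thesit; compound dosing: single point, 20 µM; schedule: 1 h incubation at room temperature before polarization reading; measured by: FP readout, S and P plane fluorescence; read-out basis: percent inhibition from loss of millipolarization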
Rtt109 Vps75 = inhibitors of C. albicans Rtt109/Vps75 HAT, primary screen, biochemical, ThioGlo CoA-SH fluorescence, plate reader. purified Rtt109/Vps75, 4 h. 0.16% of 330,000 active. AID 540336, 2011. inhibition, % at 34.9 µM;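 active = inhibition of at least 50% in every replicate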
Target sequence (Q5AAJ8 whole entry, looked up): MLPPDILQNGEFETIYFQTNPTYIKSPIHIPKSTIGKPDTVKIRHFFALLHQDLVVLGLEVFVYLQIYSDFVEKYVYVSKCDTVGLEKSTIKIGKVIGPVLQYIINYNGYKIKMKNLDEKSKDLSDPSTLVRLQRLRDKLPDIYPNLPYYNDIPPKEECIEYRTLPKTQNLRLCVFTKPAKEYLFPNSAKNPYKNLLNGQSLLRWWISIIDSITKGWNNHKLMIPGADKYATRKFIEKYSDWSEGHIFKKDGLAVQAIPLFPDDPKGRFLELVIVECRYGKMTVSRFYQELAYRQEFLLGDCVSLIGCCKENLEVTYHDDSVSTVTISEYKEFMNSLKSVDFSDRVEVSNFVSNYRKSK
PKA-R2B act = activators of PKA-R2B holoenzyme, primary screen, biochemical, fluorescence polarization, Cy5-IP20, human | cAMP-dependent protein kinase catalytic subunit beta (Homo sapiens) + cAMP-dependent … | PKA-R2B holoenzyme dissociation; R2B truncated from residue 108, S112A mutant; 0% DMSO only, 100% 113 µM cGMP | activation, % at 11.4 µM | 0.079% of 340,000 active;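 active = activation above a cutoff set at the mean over all compounds plus 3 SD, cut at about 18% in these data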;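 note: higher means more holoenzyme dissociation and a rise in polarization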
Cardiac RTF inh = cardiac RTF calcium sensitivity inhibitors, primary screen, biochemical, IANBD-TnC fluorescence, EC70 calcium; AID 493244, 2011; inhibition, % at 7.15 µM; Troponin I, cardiac muscle (Homo sapiens) + Troponin T, cardiac muscle (Homo sapiens) + …; IANBD-labeled cardiac RTF, Ca2+ fluorescence; 0.12% of 340,000 active;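 active = inhibition above the mean inhibition of all tested compounds plus 3 SD, cut at about 17% in these data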;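 note: assay run at fixed EC70 calcium of 1.6 mM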
C-LANA FP = inhibitors of KSHV C-LANA binding to DNA, primary screen, biochemical, fluorescence polarization, FAM-LBS DNA, MBP-C-LANA, single point; AID 504423, 2011; 0.078% of 340,000 active; Kaposi's sarcoma herpesvirus LANA C-terminal domain (residues 932-1162) DNA binding; inhibition, % at 9 µM;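 active = highest replicate inhibition at or above 60% at 9 µM, even if other replicates fall short; inactive = all replicates below 60% inhibition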;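 note: 0% = neutral control wells and 100% = 4 µM acridine orange control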
cardiac RTF act = cardiac RTF calcium sensitivity activators, primary screen, biochemical, IANBD-TnC fluorescence, EC20 calcium | Troponin I, cardiac muscle (Homo sapiens) + Troponin T, cardiac muscle (Homo sapiens) + … | IANBD-labeled TnC RTF fluorescence at EC20 calcium; 0% EC20 calcium, 100% full calcium | activation, % at 7.2 µM | 0.24% of 340,000 active | AID 493008, 2010;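 active = activation above the mean over all tested compounds plus 3 SD, cut at about 30% in these data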;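 note: rise in fluorescence read as greater calcium sensitivity of cardiac thin filaments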
CAL PDZ FP-2 = untagged CAL PDZ binding inhibitors, primary screen, biochemical, fluorescence polarization, HTS. inhibition, % at 24.9 µM. AID 602252, 2012. purified CAL PDZ, TMR-peptide fluorescence polarization, 1 h. 0.92% of 300,000 active;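 active = mean inhibition of at least 30% with at least half of replicates also reaching 30%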;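 note: 0% = DMSO neutral control and 100% = excess unlabeled competitor peptide PRC23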
Numbers without * were called inactive; · = not tested or not shown. Compounds as they come. About 1.6% of those tested had a hit in this group.

SMILES	DAGLB inhibitor	SR-BI DiI-HDL act	Keap1-Nrf2 PPI	CAL PDZ FP-1	Rtt109 Vps75	PKA-R2B act	Cardiac RTF inh	C-LANA FP	cardiac RTF act	CAL PDZ FP-2
COc1cc(NC(=O)COC(=O)CO/N=C(\C)c2ccc3c(c2)OCO3)cc(OC)c1OC	-3	22	-5	-1.2	-9	-8	12	-2.9	0	·
Cc1[nH]n(-c2ccc(Cl)cc2)c(=O)c1N=Nc1cccnc1	1	1	0	0.2	1	5	-6	1.4	2	-3
CC1=NCCN1CCNC(=O)Nc1ccc(C(C)(C)C)cc1	·	-21	-2	-0.4	-4	·	·	-0.6	·	·
Cc1ccc(NC(=O)CC(C)c2ccccc2)cc1S(=O)(=O)N1CCOCC1 (stereo unspecified)	0	-31	-2	-0.4	1	-2	-5	4.5	1	-5
Nc1nc(Cl)cc(N2CCOCC2)n1	-2	-1	0	-1.5	2	-12	-3	-6.4	-4	-2
COc1ccccc1OC(C)C(=O)NNC(=S)NC1CCCC1 (stereo unspecified)	2	28	0	-1.8	1	5	-3	0.2	-1	-1
S=c1nc(COc2ccccc2)[nH]c2ccccc12	-2	1	-7	0.8	7	-8	-11	-0.7	-4	0
C#CCN1C(=O)C(O)(CC(=O)c2ccc3c(c2)OCCO3)c2ccccc21 (stereo unspecified)	0	5	-9	-1.6	-8	11	-7	1.8	3	·
COC(=O)c1ccc(COC(=O)CNC(=O)CNC(=O)c2ccc(C)cc2)cc1	0	-7	-2	0.5	-1	-6	-8	0.2	-4	-1
Cc1cc(C)n2nc(S(=O)(=O)Nc3c(Cl)cccc3Cl)nc2n1	-1	21	-7	0.8	-7	-3	0	-0.9	-3	8
Cc1cc(F)ccc1S(=O)(=O)Nc1ccccc1C(=O)Nc1ncn[nH]1	-1	-5	-2	·	-6	-12	3	-0.2	-5	-2
N#C/C(=C/c1ccco1)c1nc2ccccc2s1	-8	18	-3	-3.3	-1	-1	-8	0.2	-2	-1
CCCCCC(=O)NNC(=O)c1ccc(-c2ccccc2)cc1	-2	-21	-5	-2.0	5	2	-8	0.7	-6	·
Cc1ccc(OCCC(=O)N(CC(=O)Nc2ccccc2C(F)(F)F)Cc2ccco2)cc1	-3	-13	1	-2.3	-3	-14	-5	1.2	-12	40*
Cc1ccc(C)c(S(=O)(=O)Nc2cccc(-n3cnnn3)c2)c1	3	21	2	-0.4	11	2	1	-2.9	-8	6
Cc1cs/c(=N\N=C\c2cccc([N+](=O)[O-])c2)n1Cc1ccco1	1	-1	-1	0.3	-10	3	-5	-0.8	1	3
CCOc1c(Br)ccc2c1sc1nc[nH]c(=O)c12	-5	6	-9	-3.5	-5	-2	-9	0.2	-1	·
CC(C)(C)NS(=O)(=O)c1ccc(NC(=O)C2CCCCC2)cc1	0	-23	1	-0.9	22	0	-2	-0.1	3	·
O=C(CCl)Nc1ccc2c(c1)OCO2	-1	15	-4	0.5	8	-5	0	0.0	5	0
COCCn1c(C)cc(C(=O)COC(=O)/C=C/c2ccc(OC)cc2OC)c1C	-1	-31	-3	-0.9	-4	-6	-6	0.3	-2	·
CCN(C(=O)CSc1nccc(=O)[nH]1)C1CCCCC1	-1	·	-8	-2.4	·	-5	1	-2.1	1	-6
O=C(/C=C/c1ccco1)N1CCN(S(=O)(=O)c2cccs2)CC1	2	18	-3	-0.3	-3	-5	-1	0.3	-1	-2
Oc1ccc(C=NNc2ccccn2)c(O)c1	3	3	-1	0.0	2	-11	-4	-1.0	-7	-2
COc1ccc(NC(=S)N2CCC(c3nc4ccccc4[nH]3)CC2)c(OC)c1	3	8	-2	-2.5	3	1	12	-0.3	-2	-3
O=C(O)c1cnc2[nH]c3ccccc3n2c1=O	-2	8	0	1.4	0	-5	6	-2.0	-4	0

Further structures:
SMILES	DAGLB inhibitor	SR-BI DiI-HDL act	Keap1-Nrf2 PPI	CAL PDZ FP-1	Rtt109 Vps75	PKA-R2B act	Cardiac RTF inh	C-LANA FP	cardiac RTF act	CAL PDZ FP-2
Cc1cccc(-c2nnc(SCc3ccc(C#N)cc3)n2Cc2ccco2)c1	-1	-18	2	-2.6	5	5	-1	0.0	-1	-8
Cc1cccc(N2CCN(S(=O)(=O)c3ccc4c(c3)NC(=O)CS4)CC2)c1C	3	19	5	0.3	12	1	-6	1.3	1	·
COc1ccc(Cl)cc1NC(=O)CCN1CCN(C)CC1	-2	33	3	0.0	-2	-19	-2	-0.8	-6	·
CC1CC(C)CN(C(=O)COC(=O)C2CCN(S(=O)(=O)c3c(Cl)cccc3Cl)CC2)C1 (stereo unspecified)	-7	-52	1	0.1	5	-13	-12	1.1	-6	·
O=S1(=O)CCC(=Nc2ccc(Cl)cc2)c2ccsc21	0	4	-1	-7.4	-5	2	3	0.1	4	-7
O=C1NN(c2ccccc2)C(=O)C2C1C1C=CC2C12CC2 (stereo unspecified)	1	16	-1	-0.1	-1	-3	-14	-0.3	3	8
CCS(=O)(=O)N1Cc2ccccc2CC1C(=O)OCC(=O)N(C(C)C)C(C)C (stereo unspecified)	-3	1	-1	-0.1	4	-15	-6	-0.3	4	·
COCCCNC(=O)c1ccc(Cn2c(=O)[nH]c3ccccc3c2=O)cc1	-2	-29	-2	-0.8	-8	2	-9	-0.6	0	·
CC(C)OC(=O)c1nnc(Cc2ccc(Cl)cc2)o1	-2	12	-2	-0.9	5	-3	-3	2.2	1	-1
Cc1ccc(C(=O)N2NC(c3ccc(F)cc3)C3C(=O)N(c4ccc(C)c(C)c4)C(=O)C32)cc1 (stereo unspecified)	-5	-13	-9	0.4	14	-1	-5	0.4	-3	-1
CC(C)c1ccc(NC(=O)CCNS(=O)(=O)c2cc(Br)cnc2N)cc1	-4	9	-1	-0.5	-2	-9	-3	-1.9	1	·
O=S1(=O)CCC(NC(=S)Nc2ccc3ccccc3c2)C1 (stereo unspecified)	3	-3	-4	-0.7	-26	-6	0	-2.1	-1	·
CCCCn1c(N)c(N(CCOC)C(=O)c2cccc(S(=O)(=O)N3CCCCC3)c2)c(=O)[nH]c1=O	3	21	-2	-1.9	-9	-2	-5	0.9	8	-5
O=S(=O)(NCc1ccccc1)c1cnc[nH]1	3	58	3	-0.7	-2	-8	-12	0.9	4	·
CC(C)CN(CC(C)C)S(=O)(=O)N1CCC(C(=O)N2CCc3ccccc3C2)CC1	-2	-69	4	-1.0	-5	-8	-9	0.2	-2	-5
CC1=CC(C)(C)N(C(=O)CN2C(=O)c3ccccc3C2=O)c2ccc(C)cc21	-2	-59	3	-1.4	10	-5	-2	0.4	-11	-14
COc1ccc([N+](=O)[O-])cc1NC(=O)c1ccccc1SC	-5	-77	-3	2.5	1	0	3	-5.8	1	0
CCOC(=O)c1c(NC(=O)CC2Sc3ccc(C(F)(F)F)cc3NC2=O)sc(C)c1C (stereo unspecified)	2	6	-8	-1.8	-7	-1	5	0.7	4	-2
O=c1cc(-c2ccccc2Cl)oc2cccc(O)c12	-1	-20	-7	0.3	7	-3	2	-0.4	5	0
COc1ccc(CN=C2NN=C(c3cccc(OC)c3)CS2)cc1	1	1	-3	-1.6	0	-3	0	0.9	-3	-3
COc1ccc(Oc2cc(C)c3ccccc3n2)cc1	-11	-23	0	-0.3	1	-4	1	-4.5	-6	-14
CCOc1ccc(Cc2c(Cl)nc(SC)nc2OC)cc1	-13	-3	4	-2.1	-10	-7	-4	0.6	1	-3
NC1=NOC(=O)C1C1CCCCC1 (stereo unspecified)	-1	15	0	-0.1	6	3	-7	-0.1	-4	·
Cn1nc(-c2ccccc2)cc1NC(=O)Nc1ccc(F)cc1	-2	-10	-8	0.2	5	-2	-16	0.2	-2	-3
CCCS(=O)(=O)NCCc1cc2c(C)ccc(C)c2[nH]c1=O	-1	-6	-3	-1.1	21	-6	-3	-1.7	1	·

Random excerpt: four records from the list
SMILES	DAGLB inhibitor	SR-BI DiI-HDL act	Keap1-Nrf2 PPI	CAL PDZ FP-1	Rtt109 Vps75	PKA-R2B act	Cardiac RTF inh	C-LANA FP	cardiac RTF act	CAL PDZ FP-2
CCOc1ccc(Cc2c(Cl)nc(SC)nc2OC)cc1	-13	-3	4	-2.1	-10	-7	-4	0.6	1	-3
CCCCn1c(N)c(N(CCOC)C(=O)c2cccc(S(=O)(=O)N3CCCCC3)c2)c(=O)[nH]c1=O	3	21	-2	-1.9	-9	-2	-5	0.9	8	-5
CC(C)OC(=O)c1nnc(Cc2ccc(Cl)cc2)o1	-2	12	-2	-0.9	5	-3	-3	2.2	1	-1
CC1=CC(C)(C)N(C(=O)CN2C(=O)c3ccccc3C2=O)c2ccc(C)cc21	-2	-59	3	-1.4	10	-5	-2	0.4	-11	-14

Additional records follow:
SMILES	DAGLB inhibitor	SR-BI DiI-HDL act	Keap1-Nrf2 PPI	CAL PDZ FP-1	Rtt109 Vps75	PKA-R2B act	Cardiac RTF inh	C-LANA FP	cardiac RTF act	CAL PDZ FP-2
NC(=O)C1CCCN1Cc1ccc2c(c1)OCO2 (stereo unspecified)	1	15	-4	-0.9	-22	-5	-11	-2.7	-5	-3
O=C(/C=C/c1ccccc1[N+](=O)[O-])N1CCOCC1	-1	-8	1	·	-4	-7	2	-0.8	-4	1
COc1ccc(CNC(=O)COC(=O)CCc2nc3ccccc3c(=O)[nH]2)cc1	-4	10	-1	-1.8	1	-1	-6	-1.3	5	0
CCCc1nnc(N2C(=O)c3cccc4cccc(c34)C2=O)s1	-1	-29	2	0.0	-4	-3	-4	-1.4	-2	-2
CCOc1ccccc1NS(=O)(=O)N(C)C	-2	19	0	-1.1	-3	-5	6	3.6	-3	-2
O=C(CCC(NC(=O)OCc1ccccc1)C(=O)OCc1ccccc1)NCC(=O)OCc1ccccc1 (stereo unspecified)	-2	10	-4	-1.1	3	-2	1	0.0	-13	0
C/C(=N/OC(=O)c1cccc(C(F)(F)F)c1)c1cnccn1	2	2	0	-1.6	-7	3	12	-2.0	0	1
CCOc1ccc(S(=O)(=O)Nc2ccc(S(=O)(=O)N3CCOCC3)cc2)cc1	-1	16	-7	-0.8	11	-4	1	1.5	0	-3
COc1ccc(C(=O)NC2CC3CCCC(C2)N3CC(C)C)cc1 (stereo unspecified)	0	12	-3	-3.8	4	-9	-9	0.3	6	·

High-throughput results from PubChem BioAssay.
